MmCpn inh – M. maripaludis TRiC chaperonin inhibition; purified Mm-Cpn ATPase, ADP Transcreener TR-FRET; Potency, µM (titrated, usually from 76.9 µM), for the others: at the top dose activity, negative = inhibition, actives largely listed as inhibitors; actives 0.031% (n = 330,000); AID 504842; also: potency is read from the fitted curve at half-maximal effect; % is scaled to controls: 0 for no effect and ±100 for the full control effect; nearly all actives have a fitted effect of over 80% in size
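Reaction buffer contained 30 mM Tris pH 7.4, 100 mM KCl, 5 mM MgCl2 and 1 mM DTT. Mm-CPN (25 nM final) hydrolysed 10 uM ATP over 30 min at 37°C; ADP was read by HTRF.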
EPAC2 antag – blocks human EPAC2 exchange factor; Q8WZA2; EPAC2 GEF exchange of Rap1B-BODIPY-GDP, fluorescence; Potency, µM (series often up to 114 µM), for inactives: top-dose activity, negative = inhibition, most hits filed as inhibitors; actives 0.18% (n = 360,000); also: potency is read from the fitted curve at half-maximal effect; % is scaled to controls: 0 for no effect and ±100 for the full control effect; nearly all actives have a fitted effect of over 45% in size; many of its hits are not listed in these tables
EPAC1 agonist – activates human EPAC1 exchange factor; O95398; EPAC1 agonist qHTS, biochemical assay; response scale: 100% = response to 6.5 mM cAMP; Potency, µM (doses to about 154 µM), without a hit: at the highest dose activation, actives largely listed as activators; actives 0.073% (n = 360,000); also: potency is read from the fitted curve at half-maximal effect; nearly all actives have a fitted effect of over 60% in size
Target sequence (O95398 whole entry, looked up): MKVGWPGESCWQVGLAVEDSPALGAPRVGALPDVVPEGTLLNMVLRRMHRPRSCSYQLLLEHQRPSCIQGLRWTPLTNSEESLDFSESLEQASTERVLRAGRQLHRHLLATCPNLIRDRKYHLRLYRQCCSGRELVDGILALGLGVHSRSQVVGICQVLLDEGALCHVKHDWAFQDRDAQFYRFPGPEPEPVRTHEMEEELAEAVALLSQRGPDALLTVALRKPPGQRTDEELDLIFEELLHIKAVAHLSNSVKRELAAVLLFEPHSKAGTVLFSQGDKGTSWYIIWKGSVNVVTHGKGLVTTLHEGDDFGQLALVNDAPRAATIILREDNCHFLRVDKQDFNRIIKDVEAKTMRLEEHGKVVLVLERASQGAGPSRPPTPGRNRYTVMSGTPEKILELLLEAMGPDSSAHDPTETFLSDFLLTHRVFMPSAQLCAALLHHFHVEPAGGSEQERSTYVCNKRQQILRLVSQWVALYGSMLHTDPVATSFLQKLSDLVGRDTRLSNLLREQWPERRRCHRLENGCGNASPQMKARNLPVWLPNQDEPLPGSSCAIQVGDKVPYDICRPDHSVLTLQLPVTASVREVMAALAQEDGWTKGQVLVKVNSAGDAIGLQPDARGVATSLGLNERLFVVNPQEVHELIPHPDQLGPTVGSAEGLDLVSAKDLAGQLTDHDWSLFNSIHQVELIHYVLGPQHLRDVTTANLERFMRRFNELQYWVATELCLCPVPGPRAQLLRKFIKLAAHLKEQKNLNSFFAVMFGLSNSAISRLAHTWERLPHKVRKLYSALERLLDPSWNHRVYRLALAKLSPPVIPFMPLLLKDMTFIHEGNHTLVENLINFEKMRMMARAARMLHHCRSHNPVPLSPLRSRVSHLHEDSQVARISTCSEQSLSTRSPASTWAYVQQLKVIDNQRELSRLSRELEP
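Read-out is the fluorescence drop as BODIPY-GDP leaves Rap1B (480 nm excitation, 540 nm emission), recorded every 5 minutes over 30 minutes. Reactions held 100 nM EPAC1, 250 nM Rap1B–BODIPY-GDP and 50 uM GDP, with 6.5 mM cAMP setting full activation.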
PLK1 PBD block – PLK1 (human) polo-box domain binding inhibition; actives 2.8% (n = 360,000); Potency, µM, for inactives: max response, negative = inhibition, usual class: inhibitors; P53350; Plk1 PBD binding of FITC phosphopeptide, fluorescence polarization; also: potency is read from the fitted curve at half-maximal effect; series mostly up to about 57 µM; % is scaled to controls: 0 for no effect and ±100 for the full control effect; nearly all actives have a fitted effect of over 65% in size
WRN inhibitor – WRN helicase (human) inhibition. Q14191. WRN helicase unwinding, fluorescent forked duplex, kinetic. Potency, µM (top dose mostly 114 µM), without a hit: at the highest dose activity change, negative = inhibition, actives largely listed as inhibitors. actives 0.46% (n = 360,000). AID 651768; also: potency is read from the fitted curve at half-maximal effect; % is scaled to controls: 0 for no effect and ±100 for the full control effect; nearly all actives have a fitted effect of over 55% in size
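Fluorescence dequenching readout, ex 525 nm/em 598 nm, kinetic mode: forked duplex DNA (100 nM final) with adjacent fluorophore and quencher unwound by WRN (20 nM final) with 2 mM ATP. Compound preincubation 15 min, room temperature.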
CCT modulator – changes cytosolic chaperonin activity | purified chaperonin ATPase assay, HTRF ADP detection, 30 min | activity change, % (no concentration beside the values), hits read low | actives 0.3% (n = 360,000) | AID 651819; in the data active = activity change below about -30%; also: % is scaled to controls: 0 for no effect and ±100 for the full control effect
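ATPase activity: ADP formed was measured by HTRF Transcreener (665/615 nm ratio) after 30 min at 37 deg C with 10 uM ATP. Compounds screened at one 76 uM concentration against 40 or 20 nM TRiC in Tris pH 7.4/KCl/MgCl2/DTT buffer.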
PI5P4Ka inh – blocks human PI5P4K alpha kinase activity; max response, %; PI5P4Kalpha enzyme, ADP-Glo luminescence, 60 min; stronger effect = lower value; actives 1.2% (n = 330,000); active = max response of -50% or lower; inconclusive = between -30% and -50%; inactive = -30% or higher; also: value at the top dose of about 77 µM; % is scaled to controls: 0 for no effect and ±100 for the full control effect
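Compounds were pin-transferred onto PI5P4Kalpha and substrate in HEPES pH 7.4 buffer with EGTA, CHAPS and 5% DMSO. ATP (5 microM final) started the reaction, which ran 60 minutes at room temperature before ADP-Glo detection.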
EPAC1 antagonist – antagonists of human EPAC1 | O95398 | EPAC1 GEF assay, Rap1b-BODIPY-GDP exchange fluorescence | Potency, µM (top dose mostly 115 µM), inactives show at the top dose activity change, negative = inhibition, most hits filed as inhibitors | actives 0.14% (n = 360,000);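 also: potency is read from the fitted curve at half-maximal effect; plate controls were vehicle for no effect and positive control for full effect; nearly all actives have a fitted effect of over 50% in size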
* marks the source's active call; other numbers are inactive results; ? = inconclusive; nt = not tested or not shown; [ ] = another dose, or the depositor's remark. Unless noted, calls follow the shape of the dose curve; as a rule, active = well fitted curve in the direction sought with a large enough effect; inconclusive = small, poorly fitted or top-dose-only effect, or another doubt; inactive = no such curve, though single readings can be large; an effect the other way counts as inactive or inconclusive.

SMILES	MmCpn inh	EPAC2 antag	EPAC1 agonist	PLK1 PBD block	WRN inhibitor	CCT modulator	PI5P4Ka inh	EPAC1 antagonist
CC1CCCCN1CCCNC(=O)C1CCCN(c2ncnc3c2nc2n3CCCCC2)C1 (centres undefined)	-1%	-2%	1%	-8%	-6%	-1.9	-2	0%
CCN1CCN(CCCNC(=O)C2CCCN(c3nc4c(C)cc(C)cc4s3)C2)CC1 (centres undefined)	0%	-3%	-3%	0%	0%	-2.3	8	-7%
Cn1c(N)c(C(=O)COC(=O)Cc2ccc(F)cc2)c(=O)n(C)c1=O	0%	2%	6%	-4%	-5%	0.0	7	16%
O=C(NCc1ccc2c(c1)OCO2)c1cccc(S(=O)(=O)N2CCOCC2)c1	2%	8%	-6%	-3%	1%	1.3	nt	7%
COc1ccc(CNc2oc(C)nc2C#N)cc1	1%	6%	0%	-2%	2%	-2.0	nt	8%
O=C(NN=C(Cc1ccccc1)Cc1ccccc1)c1ccccc1O	3%	-2%	-4%	6%	-4%	-2.1	-11	-6%
CCC(C(=O)NCCCN1CCN(C)CC1)n1nc(C)c2sc3ccccc3c2c1=O (centres undefined)	-7%	-19%	-8%	0%	4%	0.3	0	-7%
COc1ccccc1NC(=O)Nc1nnc(Cc2ccc(F)cc2)s1	-1%	2%	8%	2%	2%	-3.1	7	-20%
O=C(O)C1C2C=CC(C2)C1C(=O)OCc1ccccc1 (centres undefined)	-1%	18%	-7%	-20%	14%	-6.9	-7	6%
Cc1nc(N/N=C/c2cccc([N+](=O)[O-])c2)cc(N2CCCCC2)n1	nt	-13%	0%	-4%	17%	2.6	19	-12%
Cc1ccc(-c2noc(CSc3nnc(-c4cccs4)n3C)n2)cc1	3%	2%[57.1 µM]	-4%	-2%	18%	-0.5	1	6%
Oc1cccc(/C=N/Nc2cc(N3CCOCC3)nc(N3CCOCC3)n2)c1	-1%	-9%	0%	-10%	-17%	-1.0	-12	-3%
Cc1nc(NC(=O)c2oc3ccccc3c2C)sc1C(=O)N(C)C	-13%	3%	-10%	-7%	5%	-2.9	nt	-7%
CCCn1c(C)nc2c(c1=O)c1nc3ccccc3nc1n2-c1ccccc1	nt	10%	5%	-5%	1%	2.9	-9	15%
COc1ccc(-n2cc(-c3ccc(Cl)cc3)[nH]c2=S)cc1	-2%	12%	-3%	-3%	4%	-0.5	-5	18%
O=C1CSC(c2cccc(F)c2)N1c1ccc(O)cc1 (centres undefined)	1%	0%	4%	-9%	-2%	-3.0	nt	1%
COc1cccc(CNC(=O)CSCC(=O)Nc2ccc(C)cc2)c1	0%	-6%	5%	7%	-2%	-0.6	7	8%
O=C(Nc1cccc([N+](=O)[O-])c1)c1cc(S(=O)(=O)Nc2ccccn2)ccc1Cl	2%	1%	10%	-10%	-33%	-0.4	1	12%
O=C(COC(=O)c1cc(S(=O)(=O)N2CCOCC2)ccc1F)c1ccccc1	3%	4%	4%	-2%	-4%	-3.3	-1	-18%
CCCn1c(SCC(=O)N(CC)CC)nnc1-c1ccncc1	-16%	17%	-3%	1%	4%	1.2	4	12%
COCCN(CC1CCCN(C2Cc3ccccc3C2)C1)C(=O)CCC(N)=O (centres undefined)	3%	2%	6%	-3%	-3%	2.1	4	-12%
O=C(/C=C/c1ccccc1)OCCCN=C1NS(=O)(=O)c2ccccc21	0%	8%	1%	-10%	-1%	1.0	-1	-17%
CC(C)=C1C2C=CC1C1C(=O)N(c3ccc4c(c3)OCO4)C(=O)C21 (centres undefined)	-1%	-4%	1%	-3%	1%[57.1 µM]	0.2	-13	-9%
CC(C)c1c(C(=O)N/N=C/c2cccc3ccccc23)nnn1-c1nonc1N	3%	-16%	12%	-2%	-5%	0.2	-3	-28%
Cc1ccc(NC(=O)[C@H](Cc2ccccc2)NC(=O)CC[C@H]2O[C@@H](n3ccc(=O)[nH]c3=O)[C@H](O)[C@@H]2O)cc1C	nt	1%	-4%	-5%	3%	0.7	-6	14%
O=C(CCc1ccccc1O)NC1CCCc2ccccc21 (centres undefined)	-3%	20%	0%	1%	-6%	0.5	4	-4%
Cc1cccc2cc(CN(Cc3ccco3)C(=O)c3ccco3)c(=O)[nH]c12	2%	-3%	2%	2%	0%	-1.8	0	8%
O=C(NC(CO)(CO)CO)c1coc(=O)c(Br)c1	1%	-3%	5%	-3%	2%	-0.6	nt	-10%
CCSc1nnc(-c2cccnc2)n1-c1ccc(Cl)c(C)c1	2%	9%	-1%	0%	1%	0.0	nt	-9%
CCN(CC)C(=O)Cn1cc(C(=O)C(=O)N2CCN(c3ccccc3)CC2)c2ccccc21	1%	-13%	-10%	-5%	4%	0.2	0	-13%
CC(C)CC(=O)Nc1ccc(F)c(Cl)c1	-1%	-4%	7%	-5%	-4%	-0.2	nt	1%
C=CCn1c(Cc2csc(N)n2)nnc1SCc1ccc(C(=O)OC)cc1	-7%	0%	-6%	1%	-8%	-0.9	nt	8%
Cc1ccc(NC(=O)Cc2nc(CSc3nnc(-c4ccc5c(c4)OCO5)o3)cs2)cc1	-13%	-9%	10%	2%	-6%	1.9	-5	-19%
CCOC(=O)c1ccc(-n2nc(C)cc2C)cc1	-1%	1%	0%	-12%	4%	-0.3	2	-22%
O=C(C[C@H]1CC[C@H]2[C@@H](COC[C@@H](O)CN2Cc2cc(F)ccc2F)O1)NCc1ccc(Cl)cc1	nt	-16%	-1%	-4%	-11%	nt	-1	-23%
CC(C)Cc1nnc(NC(=O)CCC(=O)Nc2ccc3cn[nH]c3c2)s1	1%	9%	0%	-19%	2%	-3.9	-11	-15%

In the list so far, 2 have a furan ring, fused or not:
SMILES	MmCpn inh	EPAC2 antag	EPAC1 agonist	PLK1 PBD block	WRN inhibitor	CCT modulator	PI5P4Ka inh	EPAC1 antagonist
Cc1nc(NC(=O)c2oc3ccccc3c2C)sc1C(=O)N(C)C	-13%	3%	-10%	-7%	5%	-2.9	nt	-7%
Cc1cccc2cc(CN(Cc3ccco3)C(=O)c3ccco3)c(=O)[nH]c12	2%	-3%	2%	2%	0%	-1.8	0	8%

Continued.
SMILES	MmCpn inh	EPAC2 antag	EPAC1 agonist	PLK1 PBD block	WRN inhibitor	CCT modulator	PI5P4Ka inh	EPAC1 antagonist
C/C(=C(\C#N)C(=O)NCCCN1CCOCC1)N(C)C	-2%	-2%	-14%	0%	8%	1.7	0	-2%
Cc1ccc(S(=O)(=O)/C=C2\OCc3ccccc32)cc1	nt	-15%	-8%	-9%	12%	nt	-7	14%
CCn1c(NCCCO)nc2c(c1=O)C(C)(CC)Cc1ccccc1-2 (centres undefined)	-5%	-2%	0%	-1%	-3%	-4.3	0	-18%
Cc1nn2cc(-c3ccccc3)nc2[nH]c1=O	-8%	-3%	-2%	-3%	0%	-0.4	-5	1%
CCN(C(=O)COC(=O)c1cc([N+](=O)[O-])ccc1N1CCOCC1)c1ccccc1	-1%	2%	5%	-6%	5%	1.9	2	11%
COc1ccc(S(=O)(=O)N2CCC[C@H]2C(=O)N2CCC[C@H]2C(=O)NCc2ccncc2)cc1C	nt	1%	-2%	5%	-5%	-0.1	0	-21%
CCCc1nc2c(s1)CCc1onc(-c3cccc([N+](=O)[O-])c3)c1-2	0%	4%	3%	-10%	-8%	-6.8	11	-3%
O=C(N/N=C\c1cccnc1)c1cc(-c2ccc(Cl)s2)[nH]n1	0%	-7%	-1%	?	?	-0.3	-25	-17%
COc1ccc2nc(SCC(=O)C(C)(C)C)[nH]c2c1	0%	2%	8%	0%	-1%	0.0	-6	0%
O=C(NCC1CCCCC1)c1[nH]c(C(F)(F)F)nc1-c1ccccc1	nt	-2%	-7%	-18%	-7%	-2.3	-3	-9%
Cc1cc(N2CCCCC2)nc(N)n1	-4%	1%	3%	-17%	8%	-1.8	-1	9%
CNS(=O)(=O)c1cccc(C(=O)OCC(=O)NC2CCCC2)c1	-1%	-2%	3%	4%	-1%	-1.2	9	0%
CC1(C(=O)Nc2ccc3ccccc3c2)CCC(=O)N1C1CCN(Cc2ccccc2)CC1 (centres undefined)	nt	-1%	4%	-3%	4%	-0.3	23	-5%
CCN(CC)S(=O)(=O)N1CCC(C(=O)NCCN2CCOCC2)CC1	1%	14%	-4%	-2%	-1%	5.0	nt	14%
CS(=O)(=O)Nc1ccccc1C(=O)Nc1cc(Cl)cc(Cl)c1	1%	6%	0%	-9%	-4%	-3.4	nt	1%
CCCNC(=O)COC(=O)c1cc(SC)ccc1Cl	0%	-9%	6%	-15%	-5%	-1.6	1	-8%
CCN(CC)S(=O)(=O)c1ccc(N2CCCC2)c(C(=O)OCC(=O)/C(C#N)=C(\C)N)c1	3%	-4%	-1%	1%	-6%	-3.2	nt	3%
Cc1noc(C)c1COc1ccc(C(=O)OCC(=O)Nc2c(C)n(C)n(-c3ccccc3)c2=O)cc1	0%	12%	2%	-2%	0%	-1.2	0	-4%
CCN1CCN(S(=O)(=O)c2ccc(Br)s2)CC1	0%	-2%	1%	-6%	3%	-4.4	nt	12%
O=C(c1cc(-c2ccc(Br)cc2)on1)N1CCc2ccccc2C1	1%	-14%	2%	34µM*	8%	-0.8	3	-4%
CC(C)COP(=O)(OCC(C)C)C(Nc1ccccc1)c1ccccc1 (centres undefined)	1%	-27%	-7%	4%	-7%	-2.0	12	-23%
Cc1ccc(C)c(S(=O)(=O)N2CCCCC2CCNC(=O)C(=O)NCc2ccccc2)c1 (centres undefined)	-3%	-8%	11%	-9%	0%	-3.7	-1	-19%
COC(=O)c1cccc(NC(N)=S)c1	0%	-8%	-13%	-12%	-5%	-2.9	-3	-11%
O=C(CSc1ccc2nnc(-c3ccccc3)n2n1)NCc1ccc2c(c1)OCO2	0%	-4%	-17%	-7%	-2%	-1.0	5	11%
CC(O)CN(CCC(N)=O)CCC(N)=O (centres undefined)	-2%	-1%	-3%	-6%	-1%	0.3	0	7%
Cc1cccc(NC(=O)C23CCC(C)(C(=O)O2)C3(C)C)c1 (centres undefined)	-1%	6%	-4%	-6%	-4%	-1.6	3	-2%
Cc1ccc(NC(=O)C2CCCN(c3ncnc4c3nc3n4CCCCC3)C2)nc1 (centres undefined)	-22%	-17%	-11%	0%	15%	-0.3	3	0%
CC(=O)O[C@H]1[C@@H](O)[C@H](O)[C@H](Oc2c(O)c(C)c3c4c2[C@@H](C)CC[C@@H]4[C@@H](C)C[C@H]3C=C(C)C)O[C@H]1C	1%	-9%	-30%[inhibitor]	11%	-8%	0.7	111	-27%

The list is partial; the hit share may differ from the screen's.
